# CD40 NFkB inh – CD40 pathway inhibition in BL2 cells. BL2 NF-kB luciferase reporter, CD40L-induced, 4 h. inhibition, % at 10 µM. hit rate 0.94% among 83,000;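 active = mean inhibition of at least 50% with a set share of replicates also reaching that level; inconclusive = no clear call, values can overlap the other calls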;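 also: 0% = neutral control wells and 100% = IKK inhibitor VII at 50 µM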
# An asterisk follows results filed as active; ? = inconclusive; & = joins results of further samples; [ ] = another dose, or the depositor's remark.
SMILES,CD40 NFkB inh
CCN1CCN(C(=O)c2cc(-c3ccco3)nc3ccccc23)CC1,-2
O=C(c1ccccc1F)N1C[C@@H]2[C@H](c3ccccc31)[C@@H](CO)N2C(=O)c1ccncc1,2
Cc1csc(NC(=O)C2CCN(S(=O)(=O)c3ccccc3)CC2)n1,14
Cc1ccc(C(=O)NCN2CCN(c3ccc(F)cc3)CC2)cc1,-2
CNc1snc(C)c1C(=O)OC(C)C(=O)NCc1ccccc1 (stereo not given),2
O=C(C[C@@H]1CC[C@H]2[C@@H](COC[C@H](O)CN2CC2CCCCC2)O1)NCC1CC1,0
COCCCNc1ccnc2c(Cl)cccc12,-4
CCOc1ncccc1C(=O)Oc1ccc2c(c1)OCO2,-11
CCOc1cc(N2CCOCC2)c(OCC)cc1NC(=O)COc1cccc(Cl)c1,0
O=C(NCC(O)c1ccc2ccccc2c1)c1c(F)cccc1F (stereo not given),-4
O=C1CCCN1CCCNc1ncccc1[N+](=O)[O-],-1
C[C@@H]1CN([C@H](C)CO)C(=O)c2c(c3ccccc3n2C)-c2ccccc2CO[C@H]1CN(C)C(=O)[C@@H](Cc1ccccc1)N(C)C,11[25 µM]
O=C(Nc1ccccc1C(=O)N1CCCC1)c1ccccc1,5
CN1c2ccc(Br)cc2[C@H]2[C@H](CCN2C(=O)Nc2cccc(F)c2)[C@@H]1CO,-11[25 µM]
CC(=O)Nc1sc2c(c1C(N)=O)CCCC2,2
C[C@@H]1CN([C@@H](C)CO)C(=O)Cc2cc(NS(=O)(=O)c3cn(C)cn3)ccc2O[C@H]1CN(C)C(=O)NC1CCCCC1,-10[25 µM]
COc1ccc(N2CCN(C(=O)CSc3nc4[nH]ncc4c(=O)n3-c3ccc(Br)cc3)CC2)cc1,10
Cc1noc(C)c1NC(=O)N(C)C[C@H]1OCc2ccccc2-c2ccccc2C(=O)N([C@H](C)CO)C[C@H]1C,-29[25 µM]
COCCNS(=O)(=O)c1ccccc1,11
O=S(=O)(NCCCSc1ccccc1)c1ccccc1F,0
CC(C)(C)C1(c2ccccc2)NC(=O)N(CC(=O)N2CCOCC2)C1=O (stereo not given),3
CN(Cc1ccccc1)S(=O)(=O)c1ccc(NS(=O)(=O)Cc2ccccc2)cc1,-1
Cc1ccc(S(=O)(=O)NC(C(=O)Oc2cc3oc(=O)cc(C)c3cc2Cl)C(C)C)cc1 (stereo not given),29*
NS(=O)(=O)c1ccc(NC(CNS(=O)(=O)c2ccccc2)c2ccccc2)cc1 (stereo not given),5
CCCC#Cc1ccc([C@H]2[C@H](CO)N3CCCCN(Cc4cncnc4)C[C@@H]23)cc1,-10[25 µM]
# Next compounds.
SMILES,CD40 NFkB inh
Cc1ccc2nc(C(=O)O)c(C(=O)O)nc2c1,1
COc1cc2nc(-c3ccccc3)nc(N3CCCC3)c2cc1OC,-6
Cc1ccc(S(=O)(=O)CC(c2ccccc2)N2CCCCC2)cc1 (stereo not given),9
COC(=O)N(C)C[C@H]1OCc2ccccc2-c2ccccc2C(=O)N([C@H](C)CO)C[C@@H]1C,-11
COc1ccc(Nc2nnc(-c3ccncc3)s2)cc1Cl,39
CN(C)C(=O)c1cccc(-c2ccc([C@H]3[C@@H](C#N)N(C(=O)C4CC4)[C@@H]3CO)cc2)c1,0
O=C(c1cc(-c2ccccc2)nn1-c1ccccc1)N1CCN(S(=O)(=O)c2ccc(F)cc2)CC1,10
CCN1CCN(c2ccc(S(=O)(=O)N3CCCCC3)cc2NC(=O)Cc2ccc(Cl)c(Cl)c2)CC1,9
CC(=O)Nc1ccc(S(=O)(=O)NCC2CCC(C(=O)NCc3ccccc3)CC2)cc1 (stereo not given),6
Cc1cc(C)c(C#N)c(SCc2ccc3c(c2)OCO3)n1,-1
COc1cccc(S(=O)(=O)N2C[C@H](O)COC[C@H]3O[C@H](CC(=O)NCCCN4CCOCC4)CC[C@@H]32)c1,-9[25 µM]
CCCCNc1cc(Cl)nc(N)n1,-1
CCOCCn1ccc2c(OCC(=O)Nc3ccc(OC)c(OC)c3)cccc2c1=O,12
CCc1nc2ccccc2n1CC(O)COCC1CC=CCC1 (stereo not given),1
COC(=O)Nc1nnc(Cc2ccccc2)s1,6
O=C(C1CC(c2ccc(F)cc2)=NO1)N1CCN(c2ccccc2)CC1 (stereo not given),4
C[C@@H](O)C#Cc1ccc([C@H]2[C@@H](CO)N3CCCCN(C(=O)c4cccc(F)c4)C[C@H]23)cc1,10[25 µM]
CCCNC(=O)c1cc(S(=O)(=O)N2CCCCC2)ccc1N1CCOCC1,7
Cc1cc(C(=O)OCC(=O)NC2CC2)c2ccccc2n1,8
Cc1ccc(-c2ccc(/C=N/O)o2)cc1[N+](=O)[O-],-50
CCOC(=O)c1c(-c2ccco2)csc1N,-4
CC1CCN(Cc2nnnn2CCCC(=O)N(C)C(C)c2ccccn2)CC1 (stereo not given),-8
CCCSc1nc(C)c(C(C)=O)cc1C#N,-13
O=C1C(Cc2c[nH]c3ccccc23)NC(=S)N1C1CCCCC1 (stereo not given),-6
CCOP(=O)(OCC)c1nc(-c2ccc(F)cc2)oc1NCc1ccccc1,11
# Next section
SMILES,CD40 NFkB inh
CN1c2ccc(-c3ccccc3F)cc2[C@H]2[C@H](CCN2C(=O)NC2CCCCC2)[C@@H]1CO,-1
CCOc1cc(C)c(Cl)cc1S(=O)(=O)N(C)C,6
N#C[C@@H]1[C@@H](c2ccc(-c3ccccc3F)cc2)[C@H](CO)N1C(=O)C1CCC1,-14[25 µM]
CC1CCN(N=Nc2nc3c([nH]2)c(=O)n(C)c(=O)n3C)CC1,7
O=[N+]([O-])c1ccccc1OCCOCCOc1cccc2cccnc12,11
Cc1ccc(S(=O)(=O)Nc2ccc3c(c2)C(=O)N([C@H](C)CO)C[C@@H](C)[C@@H](CN(C)S(=O)(=O)c2ccc(C)cc2)OCCCC[C@@H](C)O3)cc1,6
CCN(CC)CCNC(=O)C1(c2ccccc2)CCCCC1,3
CNC[C@H]1Oc2ccc(NC(=O)NC(C)C)cc2C(=O)N(C)C[C@H]1C,-1
CC(=O)CCSc1nnc(-c2cccc(S(=O)(=O)N3CCOCC3)c2)o1,-1
c1ccc2c(N3CCOCC3)nc(-c3ccncc3)nc2c1,-14
CCCOc1nc2c(c(=O)n(C)c(=O)n2C)n1C,13
CN1C(=O)c2cc(NC(=O)c3cnccn3)ccc2OC[C@H]2O[C@@H](CC(=O)NCC3CC3)CC[C@H]21,8
Cc1cc(/C=N/n2cnnc2)c(C)n1-c1ccc(OCc2ccccc2F)cc1,14
O=C(CCN1CCN(c2ccccc2)CC1)N/N=C/c1ccccc1OC(F)F,5
Cc1ccccc1S(=O)(=O)N1CCCCN2[C@H](CO)[C@H](c3ccc(-c4cccnc4)cc3)[C@@H]2C1,25[25 µM]
O=C1C=C(c2c(O)ccc3ccccc23)c2ccccc2C1=O,73*
CC(C)C1Oc2ccccc2N(CC(=O)N(Cc2ccccn2)CC2CCCO2)C1=O (stereo not given),3
CC(=O)N1C(O)CC(C)N1c1ccccc1 (stereo not given),14
CCc1cc[n+](C(C(=S)Nc2cccc(C)c2)=C([O-])c2ccc(C)c([N+](=O)[O-])c2)cc1,-35
N#C[C@@H]1[C@H](c2ccccc2-c2ccccc2)[C@@H](CO)N1C(=O)Cc1ccncc1,-3[25 µM]
CO[C@H](CN(C)C(=O)c1ccccc1F)[C@@H](C)CN([C@H](C)CO)S(=O)(=O)c1ccc(F)cc1,9[25 µM]
COC(=O)[C@H]1[C@H](CO)[C@H]2Cn3c(ccc(-c4ccccc4F)c3=O)[C@H]2N1C(=O)CC1CC1,-12[25 µM]
C/C=C/c1ccc([C@@H]2[C@H](CO)N(C(=O)CC)[C@H]2CNC(=O)CC2CC2)cc1,3
CC(C)OCCCNS(=O)(=O)c1ccc2ccccc2c1,12
Cc1ccc2nc(SCC(=O)c3c(N)n(C4CC4)c(=O)[nH]c3=O)[nH]c2c1,0

# 5 compounds picked at random from those above:
SMILES,CD40 NFkB inh
Cc1ccc(S(=O)(=O)Nc2ccc3c(c2)C(=O)N([C@H](C)CO)C[C@@H](C)[C@@H](CN(C)S(=O)(=O)c2ccc(C)cc2)OCCCC[C@@H](C)O3)cc1,6
CC1CCN(N=Nc2nc3c([nH]2)c(=O)n(C)c(=O)n3C)CC1,7
CCN(CC)CCNC(=O)C1(c2ccccc2)CCCCC1,3
N#C[C@@H]1[C@H](c2ccccc2-c2ccccc2)[C@@H](CO)N1C(=O)Cc1ccncc1,-3[25 µM]
Cc1ccc2nc(SCC(=O)c3c(N)n(C4CC4)c(=O)[nH]c3=O)[nH]c2c1,0

# Other records.
SMILES,CD40 NFkB inh
CCC(=O)N1C[C@H](O)COC[C@@H]2O[C@@H](CC(=O)NC)CC[C@H]21,0[25 µM]
N#C[C@H]1[C@@H](c2ccc(C#CC3CCCCC3)cc2)[C@@H](CO)N1C(=O)Nc1ccc(F)cc1,62*[25 µM]
COC(=O)Nc1ccc2ccc3c(NC(=O)OC)ccc4ccc1c2c43,-5
CC(NC(=S)Nc1ccc(OC(F)F)c(Cl)c1)C(C)(C)C (stereo not given),2
Cc1nn(CC(=O)N/N=C/c2ccc(F)cc2)c(C)c1[N+](=O)[O-],1
CNC(=O)C(=O)NCCCN1CCOCC1,7
Cc1ccc(CNC(=O)C2CCN(S(=O)(=O)N3CCCCC3)CC2)cc1,10
CCNC(=O)[C@H]1[C@H](CO)[C@H]2Cn3c(ccc(-c4cncnc4)c3=O)[C@H]2N1C(=O)NC1CCCC1,1[25 µM]
CN1c2ccc(-c3cccc(C#N)c3)cc2[C@H]2[C@H](CCN2C(=O)Cc2ccccn2)[C@H]1CO,1[25 µM]
O=C(N/N=C/c1ccc(Br)s1)Nc1ccccc1,-70
COc1ccc(NC(=O)N2C[C@@H](O)COC[C@H]3O[C@H](CC(=O)N4CCCCC4)CC[C@@H]32)cc1,-8[25 µM]
CN(C)C(CNC(=O)C1CC(=O)N(Cc2ccccc2)C1)c1ccccc1 (stereo not given),-6
O=C(O)CCc1ccc(-c2ccccc2)n1NC(=O)c1cccs1,5
CCCN(CCC)CCNc1c(N2CCN(C(=O)OCC)CC2)c(=O)c1=O,7
COc1ccc(NC(=O)/C(=C\c2ccncc2)NC(=O)c2ccccc2)cc1,-8
C[C@@H]1CN([C@H](C)CO)C(=O)Cc2cc(NC(=O)Cn3cnnn3)ccc2O[C@@H]1CN(C)Cc1ccc(Oc2ccccc2)cc1,-3[25 µM]
CC(=O)Nc1cnn(Cc2ccc(Br)cc2)c1,0
O=C(CN1C(=O)NC2(CCCCC2)C1=O)Nc1cc(C(F)(F)F)ccc1N1CCOCC1,10
COc1ccc2c3c([nH]c2c1)[C@@H](CO)N(C(=O)C1CCCCC1)CC31CN(S(C)(=O)=O)C1,-2[25 µM]
COc1ccc(NC(=O)N2[C@@H]3CNC[C@H]2C3c2ccc(-c3ccc(C)cc3)cc2)cc1 (stereo not given in full),-20&3[25 µM]
Fc1ccc(OCc2nn3cnnc3s2)cc1,-5
CO[C@H]1CN(C)C(=O)c2ccc(NC(=O)C3CCC3)cc2OC[C@@H](C)N(Cc2nccs2)C[C@@H]1C,-4
O=C(O)Cn1nc(C(F)(F)F)c2c1CCCC2,10
O=C(CC12CC3CC(CC(C3)C1)C2)N1CCOCC1,8
CN(C)C(=O)C[C@H]1CC[C@@H]2[C@@H](COc3ccc(NC(=O)C4CCC4)cc3C(=O)N2C)O1,-3

# Of the compounds above, 3 contain a COOH group.
SMILES,CD40 NFkB inh
Cc1ccc2nc(C(=O)O)c(C(=O)O)nc2c1,1
O=C(O)CCc1ccc(-c2ccccc2)n1NC(=O)c1cccs1,5
O=C(O)Cn1nc(C(F)(F)F)c2c1CCCC2,10

# The main list resumes with the 2 entries that preceded the break.
SMILES,CD40 NFkB inh
O=C(CC12CC3CC(CC(C3)C1)C2)N1CCOCC1,8
CN(C)C(=O)C[C@H]1CC[C@@H]2[C@@H](COc3ccc(NC(=O)C4CCC4)cc3C(=O)N2C)O1,-3
CCC(=O)N1[C@H](CO)[C@@H](c2ccc(C3=CCCC3)cc2)[C@@H]1CNC(=O)CN(C)C,4
O=C(Nc1ccc2oc(-c3cccnc3)nc2c1)c1cccnc1,-9
O=C(NCc1ccco1)c1ccc(OCC2CCCO2)cc1 (stereo not given),-29
CCCC(C)NC(=O)c1cc(C(=O)OC)cc([N+](=O)[O-])c1 (stereo not given),2
Nc1nc(SCc2cccnc2)c2ncn(C3OC(CO)C(O)C3O)c2n1 (stereo not given),1
O=C(COC(=O)c1cncc(Br)c1)Nc1ccc(N2CCCCC2)cc1,-9
COc1ccc(S(=O)(=O)Nc2cccc3c2O[C@H](CN(C)C(=O)Nc2cccc4ccccc24)[C@@H](C)CN([C@H](C)CO)C3=O)cc1,0[25 µM]
O=C(CC1SC(=O)NC1=O)Nc1ccc(Cl)cc1 (stereo not given),-3
C[C@H](CO)N1C[C@H](C)[C@@H](CN(C)C(=O)[C@H](Cc2ccccc2)N(C)C)OCc2ccccc2-c2ccccc2C1=O,-6[25 µM]
C[C@@H]1CN(C)C(=O)c2cccc(NS(C)(=O)=O)c2O[C@H]1CN(C)C,15
Cn1cnc(S(=O)(=O)N2CC[C@@H]3[C@H](CO)Nc4ccc(C5=CCCCC5)cc4[C@@H]32)c1,-45[25 µM]
O=C(Nc1ccc(C(=O)NC2CCCCC2)cc1)c1cccnc1,?
Cn1nc(C(C)(C)C)cc1NC(=O)C1(C)CCN1C(=O)c1ccccc1CCc1ccccc1 (stereo not given),9
N/C(CS(=O)(=O)c1ccc(F)cc1)=N\O,-2
O=C(C1CCC1)N1CCCCN2[C@H](CO)[C@H](c3ccc(-c4ccncc4)cc3)[C@@H]2C1,15[25 µM]
Cc1ccc2nc(SCc3ccc([N+](=O)[O-])cc3)[nH]c2c1,-60
COc1ccc(CNC(=O)c2ccc[nH]2)cc1,0

# Assay outcomes (PubChem)

# Some of the compounds tested; count on the stated rates, not on these rows.
